From PubChem BioAssay
Hsp70 inhibitors – small molecules displacing fluorescent ligand from Hsp70 – biochemical, fluorescence polarization, primary screen (AID 583). Hsp70 fluorescence polarization probe displacement, mP; higher % means a stronger effect. displacement, % at 20 µM, or IC50 in µM where a hit was titrated. 140,000 tested, 0.06% active; in the data active = displacement above about 50%;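 also: plate controls were vehicle for no effect and reference ligand for full effect; a part of the inactive calls stands beside numbers as strong as those of hits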
MKP-3 inhibition – inhibition of rat DUSP6 enzyme activity – biochemical, in vitro, primary screen (AID 425); recombinant MKP-3 phosphatase activity, fluorescence; higher % means a stronger effect; one-dose inhibition, % at 20 µM; IC50 in µM for titrated hits; 110,000 tested, 0.17% active; in the data active = inhibition above about 50%;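 also: plate controls were vehicle for no effect and reference inhibitor for full effect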
* = called active by the depositor; nt = no result given; & = joins results of further samples.

SMILES | Hsp70 inhibitors | MKP-3 inhibition
O=c1nc(-c2ccccc2F)c2cc(Cl)ccc2[nH]1 | 0.8% | 3%
CCCCn1nnnc1SCC(=O)N1CCOCC1 | 11% | nt
Cc1[nH]c2c(Cl)cccc2c(=O)c1CN1CCOCC1 | 2.1% | 3%
CCN(CC)C(=O)c1sc(NC(=O)c2ccoc2C)c(C(=O)OC)c1C | 3.6% | 1%
COc1ccc(C(c2sc3nc(C)nn3c2O)N2CCCCC2)cc1 (stereo not given) | 0.2% | -1%
COc1ccc(-c2nnc(SCc3ccccc3)n2N)cc1 | -2.0% | -1%
Cc1ccc(S(=O)(=O)Cn2nnnc2C(c2ccc(F)cc2)N2CCC(C(N)=O)CC2)cc1 (stereo not given) | -3.4% | 0%
O=C(NNC1=C(C(=O)C(F)(F)F)CCC1)c1ccc(Br)cc1 | 5.8% | nt
C/C(=N\NC(=O)C(C)Oc1ccc(Cl)cc1)c1ccccc1 (stereo not given) | 3.8% | -2%
CCc1ccc(CCC(=O)Nc2nnc(CC)s2)o1 | 2.2% | -7%
CCCCOC(=O)Nc1ccc(S(=O)(=O)Nc2cccc([N+](=O)[O-])c2)cc1 | 2.1% | 0%
N#Cc1c(-c2ccc(Cl)cc2)cc(C2CC2)nc1SCC(N)=O | 2.6% | 5%

The final two entries of the section before lead into the next:
SMILES | Hsp70 inhibitors | MKP-3 inhibition
CCCCOC(=O)Nc1ccc(S(=O)(=O)Nc2cccc([N+](=O)[O-])c2)cc1 | 2.1% | 0%
N#Cc1c(-c2ccc(Cl)cc2)cc(C2CC2)nc1SCC(N)=O | 2.6% | 5%
COc1cc(/C=C2\S/C(=N/S(=O)(=O)c3ccc(C)cc3)NC2=O)c([N+](=O)[O-])cc1OC | 9.1% | nt
COc1ccc(C)cc1NC(=O)CN1CCN(S(=O)(=O)c2ccc(F)cc2)CC1 | -2.6% | -1%
C=CCc1cc(S(=O)(=O)c2ccc(O)c(CC=C)c2)ccc1O | 0.1% | 0%
CC(C)(C)NC(=O)NC(=O)Cn1cc(C(F)(F)F)ccc1=O | -3.4% | -2%
O=C(NCCO)c1ccc(-c2nnc(N3CCOCC3)c3ccccc23)cc1 | 0.3%&-0.7% | -16%&-6%
COCCn1c(SCC(=O)Nc2sccc2C(N)=O)nc2cc(Cl)ccc2c1=O | 5.5% | nt
Cc1ccccc1-n1c(=O)cc(N2CC(C)OC(C)C2)[nH]c1=O (stereo not given) | 0.4% | 3%
CCC(Sc1nc2ccccc2c(=O)n1CC1CCCO1)C(=O)NCc1cccnc1 (stereo not given) | 3.3% | 5%
C=CCN1C(=O)c2oc3ccccc3c(=O)c2C1c1ccc(O)c(OC)c1 (stereo not given) | 0.1% | -4%
Cc1cc(NC(=O)c2ccc(-c3ccc(Cl)cc3)o2)ccc1NC(=O)c1ccco1 | -3.2% | 6%
COC(=O)c1c(C)oc2ccc(NS(=O)(=O)c3cccs3)cc12 | -0.1% | 4%
[O-][n+]1onc2c1CCC1N(O)C(c3ccccc3)CC21O (stereo not given) | nt | -6%

Pulled one by one from the entries so far (6):
SMILES | Hsp70 inhibitors | MKP-3 inhibition
Cc1cc(NC(=O)c2ccc(-c3ccc(Cl)cc3)o2)ccc1NC(=O)c1ccco1 | -3.2% | 6%
[O-][n+]1onc2c1CCC1N(O)C(c3ccccc3)CC21O (stereo not given) | nt | -6%
COCCn1c(SCC(=O)Nc2sccc2C(N)=O)nc2cc(Cl)ccc2c1=O | 5.5% | nt
COC(=O)c1c(C)oc2ccc(NS(=O)(=O)c3cccs3)cc12 | -0.1% | 4%
O=C(NCCO)c1ccc(-c2nnc(N3CCOCC3)c3ccccc23)cc1 | 0.3%&-0.7% | -16%&-6%
CC(C)(C)NC(=O)NC(=O)Cn1cc(C(F)(F)F)ccc1=O | -3.4% | -2%

Remaining list, next part
SMILES | Hsp70 inhibitors | MKP-3 inhibition
COc1ccc(Cc2nnc(NC(=O)Nc3ccc(Cl)c(Cl)c3)s2)cc1 | -2.1% | 0%
CC(C)CNC(=O)c1cccc(NC(=O)c2ccco2)c1 | -1.8% | nt
O=C(NC1CCCC1)c1cccc(NC(=O)c2ccco2)c1 | -0.1% | nt
COc1ccc(C(N)=O)cc1NC(=O)c1cccc(F)c1 | -3.7%&-4.8% | -4%&0%
O=C(Nc1ccc2oc(-c3cc(Br)ccc3Cl)nc2c1)c1ccc([N+](=O)[O-])cc1 | 3.9% | -2%
CC(C)(C)c1ccc(C(=O)NCCOc2ccccc2F)cc1 | 0.5% | 2%
CC(C)c1[nH]nc2c1C(C(C)C)C(C#N)=C(N)O2 (stereo not given) | 1.3% | -7%
O=C1/C(=C/c2ccc(Br)cc2)SC(=S)N1/N=C/c1ccc(Br)cc1 | -12% | 0%
CCOCCn1c(CN2CCCC(C)C2)nc2c1c(=O)n(C)c(=O)n2C (stereo not given) | 5.0% | -2%
CCOC(=O)Cc1cc(=O)n2[nH]c(-c3ccc(Cl)cc3)cc2n1 | -2.5% | nt
O=C(c1n[nH]c(=O)c2ccccc12)N1CCN(c2ccccc2Cl)CC1 | -0.1% | -14%
O=C(NCC1CCCO1)C1CCN(CC2CCCCC2)CC1 (stereo not given) | 4.2% | 4%
CN(CC(=O)Nc1ccccc1N1CCOCC1)S(=O)(=O)c1ccc(F)cc1 | -0.7% | nt
CCN(CC)C(=O)c1sc(NC(=O)c2cc3ccccc3oc2=O)c(C#N)c1C | 0.4% | -2%
CCOc1ccc(CC2S/C(=N/c3ccccn3)NC2=O)cc1 (stereo not given) | 2.5% | 0%
CCOC(=O)N1CCN(c2ccc3nnnn3n2)CC1 | 1.2%&-3.4% | -14%&6%
O=C(CCCn1c(SCC(=O)NC2CCCCC2)nc2ccccc2c1=O)NCC1CCCO1 (stereo not given) | -2.5% | 6%
Cc1ccc(C(=O)Nc2ccc(C(=O)O)cc2)cc1S(=O)(=O)NC1CCCCC1 | -1.2% | 3%
COc1ccc(-c2nnn(CC(=O)N(C3CCCC3)C(C)C(=O)NC3CCCC3)n2)cc1OC (stereo not given) | 5.9% | -11%
CC(=O)c1ccc(-n2c(-c3cc(-c4ccco4)[nH]n3)n[nH]c2=S)cc1 | 6.8% | nt
C=CCc1cc(/C=C2\C(=O)NC(=O)N(c3cc(C)cc(C)c3)C2=O)cc(OC)c1OC | -2.7% | 3%
CCOC(=O)C1=C(O)/C(=C/c2ccc(N(CC)CC)cc2)SC1=Nc1cccc(Cl)c1 | -80% | 1%
O=C(Nc1ccc(S(=O)(=O)N2CCCC2)cc1)c1ccc(CN2CCOCC2)cc1 | -2.8% | -1%
O=C(NCC(=O)N(c1ccc2c(c1)OCCO2)C(C(=O)NC1CCCC1)c1ccco1)c1ccco1 (stereo not given) | -2.9% | -8%
CCOc1ccccc1NC(=O)CCCc1nc2ccccc2c(=O)[nH]1 | -1.3% | 4%
COC(=O)c1ccc(NC(=O)CSc2nnc(-c3ccncc3)n2N)cc1 | 5.7% | 3%
COc1ccc2c(c1)OC(O)(C(F)(F)C(F)F)CC2=O (stereo not given) | -0.3%&-8.4% | -14%&0%
O=C1CC(N2CCN(c3ccc(Cl)cc3)CC2)C(=O)N1c1cc(Cl)cc(Cl)c1 (stereo not given) | 2.5% | -1%
CCn1c(COc2ccccc2C)nnc1SCC(=O)Nc1ccc2c(c1)OCCO2 | -0.3% | -2%
O=S(=O)(c1ccc(N2CCOCC2)nc1)N1CCOCC1 | -1.6% | nt
CCN(CC)C(=O)c1cn(-c2ccccc2)nc1-c1ccc(Br)cc1 | 3.2% | 0%
CC1CCCCN1C(=O)c1cc(F)c(F)cc1Cl (stereo not given) | -4.5% | -3%
CCCc1cc(=O)[nH]c(SCC(=O)N(C)Cc2ccccc2)n1 | 2.2% | -14%
O=C(NCCCN1CCOCC1)c1cc(-c2ccc3c(c2)OCO3)nc2ccccc12 | 8.8% | -9%
COc1ccc(/C=C(/NC(=O)c2ccccc2Cl)C(=O)O)cc1 | 3.2% | 0%
CCN(CC)CCCOc1cccc(Cl)c1 | 1.6% | 1%
c1ccc(COc2ccc(CN3CCN(c4ccccn4)CC3)cc2)cc1 | -1.0% | nt
C=CCn1c(N)c(C(=O)Nc2ccccc2)c2nc3ccccc3nc21 | 0.4% | 9%
CSc1nnc2c(n1)OC(c1ccc(N(C)C)cc1)Nc1ccccc1-2 (stereo not given) | 2.4% | 0%
COc1ccccc1NC1=C(Cl)C(=O)N(c2cccc(Cl)c2Cl)C1=O | 2.3% | 4%
Cc1cc(C(=O)Nc2cccc(C(=O)O)c2)c(C)o1 | -4.7% | 4%
O=C(Nc1ccccc1)C1(S(=O)(=O)c2ccccc2)CC1 | 0.8% | -2%
CCOC(=O)c1cnc(SC)nc1Nc1cccc2ccccc12 | -0.5% | nt
CC(C)(C)NC(=O)Cn1cc(C#N)c2cc(Br)ccc21 | 1.9% | -7%
COc1cc(C(C2=C(O)CC(C)(C)CC2=O)C2C(=O)CC(C)(C)CC2=O)ccc1OC(C)=O (stereo not given) | 1.0% | -1%
O=C1O/C(=C/C(=O)N2CCOCC2)c2ccccc21 | 2.0% | nt
CCSc1nnc(-c2ccccc2NC(C)=O)c(=O)[nH]1 | -2.2% | -3%
CCOC(=O)CN1C(=O)C(O)(CC(=O)c2cccc(OC)c2)c2ccccc21 (stereo not given) | -4.5% | -12%
COc1cccc(OCCn2cc(C=C3C(=O)NC(=S)NC3=O)c3ccccc32)c1 | -22% | 6%
COc1ccccc1C(=O)Nc1cccc(N(C)S(C)(=O)=O)c1 | 24% | -14%
O=C(CSc1nc(O)cc(=O)n1-c1ccccc1)N1CCCCC1 | -0.3% | -2%
Cc1ccccc1N(CC(=O)Nc1ccccc1C(=O)O)S(C)(=O)=O | 2.9% | 6%
Cc1cc2c(c(=O)n1C)C(Cc1ccccc1)C(C#N)=C(N)O2 (stereo not given) | 1.1% | -2%
COc1ccc(CNC(=O)C(c2ccc(C)o2)N(C(=O)c2csnn2)c2ccc(C(C)C)cc2)cc1 (stereo not given) | -1.3% | nt
CC(C)c1nc(SCc2c(F)cccc2Cl)c2c(=O)n(C)c(=O)n(C)c2n1 | -2.3% | 3%
COC(=O)c1ccc(C)c(NS(=O)(=O)c2ccc3c(c2)OCCO3)c1 | -1.5% | 1%
COc1ccc(N(CC(=O)Nc2ccc(OC)cc2OC)S(=O)(=O)c2ccc(C)cc2)cc1 | -1.5% | -4%
CCN(C(C)=O)C1=C(N2CCOCC2)C(=O)c2ccccc2C1=O | 4.6% | 4%
Cn1c(SCC(=O)NCc2ccco2)nnc1-c1ccc(S(=O)(=O)N2CCOCC2)cc1 | -3.6% | -8%
CN(CCC#N)CC(=O)Nc1ccc(NC(=O)CN(C)CCC#N)cc1 | -1.6% | 1%
(cont.)
SMILES | Hsp70 inhibitors | MKP-3 inhibition
O=C(CSc1nc2ccccc2n1Cc1ccccc1)N/N=C/c1cccs1 | 2.4% | 2%
COc1ccc(NC(=O)C2C(C=C(Cl)Cl)C2(C)C)cc1 (stereo not given) | -3.7% | 0%
O=C(COc1ccccc1)Nc1nc(-c2ccc(S(=O)(=O)N3CCOCC3)cc2)cs1 | 0.3%&2.1% | -6%&2%
CCCCNC(=O)CC1N=C2c3ccccc3N=C(SCC(=O)Nc3ccccc3OC)N2C1=O (stereo not given) | 0.6% | 4%
N#C/C(=C/c1ccc(I)o1)C(=O)N1CCOCC1 | 5.4% | 4%
COc1ccc(C2C(C#N)=C(N)Oc3cc(C)[nH]c(=O)c32)c(OC)c1OC (stereo not given) | 2.7% | nt
Cc1ccc(C(=O)Oc2ccc3c(C)cc(=O)oc3c2)cc1 | -2.1% | 2%
C#Cc1cccc(NS(=O)(=O)c2ccc(NC(C)=O)cc2)c1 | 4.6% | -3%
O=C(Nc1ccccc1C(=O)NCc1ccco1)c1ccccc1Br | -1.6% | 0%
Brc1[nH]nc2ccccc12 | 0.5% | -7%
COCCCNC(=O)c1ccccc1NS(C)(=O)=O | 4.5% | -12%
CCOC(=O)c1c[nH]c2c(Br)cccc2c1=O | 6.9% | 2%

Record cards (already shown).
Entry for COc1ccc(C2C(C#N)=C(N)Oc3cc(C)[nH]c(=O)c32)c(OC)c1OC (stereo not given) = Hsp70 inhibitors = 2.7%; MKP-3 inhibition = nt
Entry for O=C(CSc1nc2ccccc2n1Cc1ccccc1)N/N=C/c1cccs1 = Hsp70 inhibitors = 2.4%; MKP-3 inhibition = 2%
Entry for CCOC(=O)c1c[nH]c2c(Br)cccc2c1=O = Hsp70 inhibitors = 6.9%; MKP-3 inhibition = 2%

More records follow.
SMILES | Hsp70 inhibitors | MKP-3 inhibition
Cc1cc(=O)oc2c(CN3CCCCC3)c(O)c(Cl)cc12 | 3.7% | -3%
Cc1cccc(N2CCN(C(=O)c3cc4c(=O)n(C)c5ccccc5c4n3C)CC2)c1C | -1.8% | -12%
COc1ccc(-c2c3c(=O)n(C)c(=O)n(C)c3cn2Cc2ccccn2)cc1 | -4.5% | -6%
CC1CCCCN1Cc1nc2c(c(=O)n(C)c(=O)n2C)n1Cc1c(F)cccc1Cl (stereo not given) | 2.1% | -6%
Cn1c(COc2cccc3ccccc23)nc2ccccc21 | 3.7% | 4%
CC(=O)Oc1ccc2c(c1)c(C(C)=O)c(C)n2C | 0.5% | -2%
Cc1ccc(OCC(O)CN2C(=O)NC(C)(C)C2=O)cc1 (stereo not given) | 8.2% | nt
Cc1nc(SCC(=O)Nc2ccc(N3CCOCC3)cc2)nc(C)c1C | 11% | nt
COCCNC(=O)C1CCCN(c2nn3c(=O)cc(C)nc3s2)C1 (stereo not given) | 0.2% | -3%

This is a subset; rates above refer to the full screens.
